PglD DTNB – C. jejuni PglD acetyltransferase inhibitors, primary screen, biochemical, DTNB colorimetric, single point; purified PglD enzyme, DTNB colorimetric CoA detection; inhibition, % at 12.5 µM; 360,000 compounds, 0.098% hits; AID 602405, 2012; in the data active = inhibition above about 16%, passing the limit was not always enough; inconclusive = no clear call, values can overlap the other calls; note: strong numbers were not always called active
ARNT-TACC3 inh – disruptors of ARNT/TACC3 protein interaction, primary screen, biochemical, AlphaScreen, single concentration. Transforming acidic coiled-coil-containing protein 3 (Homo sapiens), Q9Y6A5. AlphaScreen His-ARNT PAS-B/GST-TACC3 binding, luminescence; TACC3 fragment carries E629A point mutation. inhibition, % at 9.99 µM. 390,000 compounds, 0.66% hits. AID 623870, 2012;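 active = mean inhibition of replicates at least 50% and at least half of replicates each reaching 50%; inconclusive = half or more replicates reach 50% but mean below 50%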;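 note: 0% = complete ARNT plus TACC3 wells and 100% = ARNT alone without TACC3; many hits fall short of the cut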
PAX8 inh HTS – inhibitors of PAX8-driven TPO luciferase reporter, primary screen, RMG-I cells, single concentration. 360,000 compounds, 1.2% hits. inhibition, % at 12.6 µM. SteadyGlo, 24 h;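 active = mean replicate inhibition at least 60% with every replicate also reaching 60%; inconclusive = only one of the two criteria is met; inactive = mean below 60% and not all replicates reaching 60%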;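 note: luciferase light reporting Pax8 driven TPO promoter activity; plate controls were median of neutral control wells for no effect and mitoxantrone controls for full effect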
LGR2 antag – inhibitors of bursicon-induced LGR2 CRE-luciferase signal, primary screen, cell-based, HEK293, CRE-luciferase reporter, bursicon stimulation; Drosophila bursicon receptor LGR2 (rickets); bursicon-stimulated, 4 h; inhibition, % at 9.99 µM; 380,000 compounds, 0.35% hits;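 active = drop in luminescence signal, shown as inhibition above about 50% in the replicate tests, limit read from the data, passing the limit was not always enough; inconclusive = probably only some replicates passing the limit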;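 note: agonist challenge used bursicon conditioned medium at about half maximal strength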
C2C12 statin – suppressors of statin myotoxicity in C2C12 myotubes, primary screen, cell-based, single point, plate reader; C2C12 myotubes + simvastatin, ATP luminescence, 48 h; scaled: DMSO 0, geranylgeraniol control 100; rescue of ATP level, % at 7.49 µM; 330,000 compounds, 0.78% hits;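 active = mean ATP rescue above about 67%, or every replicate alone reaching that limit, limit read from the data, passing the limit was not always enough; inconclusive = no clear call, values can overlap the other calls; inactive = mean under the limit and some replicate under it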;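 note: myotubes were challenged with 10 µM simvastatin during compound exposure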
INS-1E GSIS act – GLuc luminescence reporter in INS-1E cells, primary screen for activators of glucose-dependent secretion of insulin | AID 743287, 2014 | INS-1E GLuc reporter insulin secretion, 2-3 h | activation, % at 16.6 µM | 370,000 compounds, 0.61% hits;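 active = lowest replicate activation of at least 40%, so every replicate reaches that level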;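 note: 0% = median of neutral control wells and 100% = median of IBMX positive control wells; some compounds called inactive have numbers as strong as hits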
Cneo AK release – Cryptococcus neoformans cell lysis inducers, primary screen, AK release luminescence, single concentration; 360,000 compounds, 0.2% hits; C. neoformans lysis, adenylate kinase release luminescence, 4 h; normalised: neutral wells 0, clomiphene wells 100; AID 651654, 2012; lysis activity, % at 15 µM;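 active = mean lysis activity across replicates of at least 80%, whatever share of replicates individually reach that level; inactive = mean lysis activity below 80%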
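Material – log-phase Cryptococcus neoformans yeast cells · Input – 5 × 10^6 yeast cells/mL · Medium – fresh YPD growth medium · Doses – single compound concentration per well · Timing – static 4 h at 37 °C with compound, 1 h detection · Detection – adenylate kinase release luminescence · Read-out – signal increase indicating cell lysis · Control set – Clomiphene as positive lysis control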
PGC1a acetyl inh – inhibitors of PGC1a acetylation signal, primary screen, cell-based, U2OS, AlphaScreen, inhibitor mode; inhibition, % at 15.6 µM; 350,000 compounds, 0.17% hits; AID 651687, 2012; AlphaScreen anti-acetyl-lysine; with virally co-expressed GCN5 acetyltransferase;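 active = every replicate shows inhibition of at least 40%; inconclusive = mean inhibition at least 40% but some replicate below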;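 note: 0% = neutral control wells and 100% = positive control wells; some results beyond the cut were filed as inactive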
Active calls of the source: *; ? = inconclusive; . = not tested or not shown; & = joins results of further samples. Compounds were not picked by outcome, and some 2.9% of all compounds hit somewhere here.

Preview (2 entries):
SMILES	PglD DTNB	ARNT-TACC3 inh	PAX8 inh HTS	LGR2 antag	C2C12 statin	INS-1E GSIS act	Cneo AK release	PGC1a acetyl inh
COc1ccc(NC(=O)Nc2ccc3c(c2)C(=O)N([C@@H](C)CO)C[C@H](C)[C@@H](CN(C)C(=O)Nc2c(C)noc2C)O3)cc1	-4	-10	.	3	-8	6	-2	2
COC(=O)c1c(-c2ccc(Br)cc2)noc1N	-1	1	-22	.	0	.	1	7

The list itself (from the top)
SMILES	PglD DTNB	ARNT-TACC3 inh	PAX8 inh HTS	LGR2 antag	C2C12 statin	INS-1E GSIS act	Cneo AK release	PGC1a acetyl inh
COc1ccc(NC(=O)Nc2ccc3c(c2)C(=O)N([C@@H](C)CO)C[C@H](C)[C@@H](CN(C)C(=O)Nc2c(C)noc2C)O3)cc1	-4	-10	.	3	-8	6	-2	2
COC(=O)c1c(-c2ccc(Br)cc2)noc1N	-1	1	-22	.	0	.	1	7
COC(=O)c1cc(NC(=O)CN2CCC(C(N)=O)(N3CCCCC3)CC2)cc(C(=O)OC)c1	-3	-3	.	-1	-9	1	-1	6
O=C(c1ccc(F)cc1)N1CCC(C(=O)N(Cc2ccccc2)c2ccccc2)CC1	2	1	1	11	-1	-21	0	.
Cc1ccc(NC(=O)Cn2cnc3c(OCc4ccccc4)ncnc32)cc1C	-1	-2	2	1	-3	-20	0	3
O=c1[nH]cnc2onc(-c3ccc(F)cc3)c12	5	-4	-17	-2	-2	-5	-4	9
Clc1ccc(Cl)c(OCCCCNCc2ccccc2)c1	.	-9	2	-9	4	-20	.	.
CCC(=O)N1CCCCN2[C@H](C1)[C@H](c1ccc(C#Cc3ccccc3F)cc1)[C@@H]2CO	-2	-6	19	12	16	-2	-1	-5
COC(=O)c1ccccc1Oc1cnc2ccccc2n1	-1	22	12	11	-21	-5	5	.
O=C(Cc1ccsc1)NCC(=O)Nc1ccccc1Br	-5	0	-23	-8	6	2	-1	-2
CSCC(C)N1CCC(CO)(CCc2ccccc2)CC1 (stereo unspecified)	-1	-2	13	7	-1	-2	-2	-2
Cc1ccc(N(CC2CO2)S(=O)(=O)c2ccccc2[N+](=O)[O-])cc1 (stereo unspecified)	-3	.	7	-3	-6	3	2	-7
C[C@H](CO)N1C[C@H](C)[C@@H](CN(C)S(C)(=O)=O)Oc2c(NC(=O)Nc3ccc(F)cc3)cccc2C1=O	2	-5	-9	10	-22	29	-6	-8
COc1cc(OC)c2c(-c3cccc(-c4ccoc4)c3)cc(=O)oc2c1	-1	3	27	11	-14	-24	-1	-6
CC1(Cc2cccc(C(N)=O)c2)C(=O)Nc2c(Cl)cccc21 (stereo unspecified)	1	.	19	4	9	3	-1	11
Cc1ccc(-n2c(N)cc(=O)nc2SCC(=O)NC2CCCCC2)cc1C	-1	-1	.	-20	-7	.	6	.
CCCN(CC(=O)Nc1ccccc1OC)C(=O)CC1CCCC1	-4	-6	0	13	5	-2	-1	-4
C[C@@H](C(=O)NCCCCCC(=O)O)n1nnc2ccccc2c1=O	-6	2	19	2	-7	18	0	0
CCOC(=O)C1CCN(C(=O)CCS(=O)(=O)c2ccc3c(c2)CC(C)N3C(=O)CC)CC1 (stereo unspecified)	11	0	7	8	.	3	2	-4
COc1ccc([C@H]2CC(=O)C=C(c3ccc(F)cc3OCc3ccccc3)C2)cc1OC	8	9	52	.	-26	.	-2	.
CNC(=O)C[C@@H]1CC[C@@H]2[C@H](COc3ccc(NC(=O)c4ccc(F)cc4)cc3C(=O)N2C)O1	.	.	-3	-8	-2	-4	.	-4
Cc1ccc(F)cc1NC(=O)CN1C(=O)NC(C)(c2ccc3c(c2)OCCO3)C1=O (stereo unspecified)	1	14	1	-1	7	-11	9	3
CC(=O)N(C)c1cccc([N+](=O)[O-])c1	.	1	-21	6	.	-13	.	.
O=C(Nc1nnc(C2=COCCO2)o1)c1ccc(Cc2ccccc2)cc1	.	4	-11	10	.	2	.	4
O=C(Nc1ccc(F)cc1)N1C[C@@H]2[C@H](c3ccccc31)[C@H](CO)N2C(=O)Cc1ccccc1	3	5	-1	6	1	-7	0	-7
Following part
SMILES	PglD DTNB	ARNT-TACC3 inh	PAX8 inh HTS	LGR2 antag	C2C12 statin	INS-1E GSIS act	Cneo AK release	PGC1a acetyl inh
c1ccc(Nc2ncnc3[nH]ncc23)cc1	1	.	-11	5	.	8	1	7
CCOc1ccc(NC(=O)CN(C)C(=O)CCNC(=O)c2ccccc2Cl)cc1OCC	.	3	6	-11	.	34	.	.
CCS(=O)(=O)N1CCC2(CC1)CN[C@H](CO)c1c2c2ccc(OC)cc2n1C	.	.	-4	-24	.	7	.	5
COc1cc(-c2c(C(C)=O)c(C)nc3c2C(=O)c2ccccc2-3)cc(OC)c1OC	1	2	-5	-17	7	8	0	.
CO[C@H]1CN(C)C(=O)c2cc(NC(=O)C3CC3)ccc2OC[C@@H](C)N(Cc2ccncc2)C[C@@H]1C	-1	-10	9	-30	-1	-5	47	.
COc1cc(OC)c(OC)cc1/C=C1\SC(N2CCCCC2)=NC1=O	-14	2	-10	-26	37	19	-3	14
Cc1ccc(NC(=S)N2CCC(NC(=O)c3ccc(C)cc3)CC2)cc1	-1	-3	8	13	-10	-21	3	.
CS(=O)(=O)N1CCN(c2ccc(NC(=O)Cc3ccccc3)cc2)CC1	-6	-4	.	.	-3	.	-1	8
N#Cc1cccc(-c2ccc([C@@H]3[C@H](CO)N4CCCCN(C(=O)Nc5cccc(F)c5)C[C@@H]34)cc2)c1	9	-2	35	96*	-185	-15	2	-26
COCCNc1ccc(S(=O)(=O)N2CCCC2)cc1[N+](=O)[O-]	.	5	14	.	.	-7	.	-1
Cc1c(C(=O)N2CC(C)OC(C)C2)sc2nc(-c3ccc(F)cc3)cn12 (stereo unspecified)	-10	-3	-28	.	-11	.	-6	1
Cc1ccccc1-n1c(SCC(=O)c2c(N)n(C3CC3)c(=O)[nH]c2=O)nnc1N1CCOCC1	-1	15	-7	6	-2	22	2	8
CCC(=O)N1C[C@@H]2[C@H](c3ccccc31)[C@H](CO)N2Cc1ccccc1OC	3	-31	13	-13	-30	0	1	-4
CCN(Cc1cccc(F)c1)C(=O)c1ccc2ccccc2n1	2	-3	-12	-29	0	4	0	17
Cc1ccc(OCCCCNC2CCCCC2)c(C)c1	.	1	-2	23	-14	-6	.	-11
O=C(Cn1c(=O)n(Cc2ccccc2)c(=O)c2cc(Cl)ccc21)NCC1CCCO1 (stereo unspecified)	-6	2	-3	2	29	-6	3	-5
CC(=O)Oc1ccc(/C=C/c2nc3ccccc3c(=O)o2)cc1	-1	-7	37	59*	12	-9	-10	5
O=C(C1CCC1)N1CCCCN2[C@H](CO)[C@@H](c3ccc(C#CC4(O)CCCC4)cc3)[C@@H]2C1	5	-9	-5	-9	-7	-1	0	6
CCc1cccc(CC)c1NC(=O)NC1CCCCC1	-1	-2	13	14	?	8	1	-2
COc1cc(/C=C(\NC(C)=O)C(=O)Nc2ccccc2C)ccc1OC(C)=O	0	.	-1	-5	.	-5	-4	.
O=C(CSc1nc2ccccc2c(=O)n1NC(=O)Cc1ccccc1)NCc1ccccc1Cl	-3	-3	.	.	4	.	1	-12
C[C@@H]1CCCCO[C@H](CN(C)Cc2ccncc2)[C@@H](C)CN([C@@H](C)CO)C(=O)c2cc(NC(=O)c3ccccc3)ccc2O1	4	4	18	1	-5	-16	-4	15
C[C@@H]1CN([C@H](C)CO)C(=O)Cc2cc(NS(=O)(=O)c3ccccc3)ccc2O[C@H]1CN(C)Cc1ccc(C(F)(F)F)cc1	-2	-20	13	16	14	-20	-2	0
COc1ccc(C(=O)Nc2ccc(N3CCCCCC3)cc2)cc1S(=O)(=O)N1CCOCC1	.	.	43	10	8	-11	.	4
COc1ccc(-n2c(SCC(=O)Nc3sc4c(c3C#N)CCCC4)nnc2-c2ccc(O)cc2)cc1	0	-19	-1	.	2	.	.	4
Next part
SMILES	PglD DTNB	ARNT-TACC3 inh	PAX8 inh HTS	LGR2 antag	C2C12 statin	INS-1E GSIS act	Cneo AK release	PGC1a acetyl inh
CC1CN(C(=O)Nc2ccc(F)cc2F)CC(C)O1 (stereo unspecified)	5	3	9	-6	.	-4	-2	1
CCOC(=O)c1cn(CC)c2cc(N3CCCCC3)c(F)cc2c1=O	-5	.	11	1	.	-2	0	-8
CC(=O)N(C)C[C@H]1Oc2cc(C#CCN(C)C)ccc2S(=O)(=O)N([C@H](C)CO)C[C@H]1C	-4	-7	.	-6	1	8	-3	6
CCC(=O)OCCn1c(Br)nc2c1c(=O)[nH]c(=O)n2C	4	-5	14	.	-1	.	-2	3
CCC(CO)Nc1nc2ccc(Cl)cc2c2ccccc12 (stereo unspecified)	-6	7	14	-4	-7	-37	1	-8
COc1ccc(S(=O)(=O)N[C@@H]2CC[C@@H](CC(=O)N3CCN(c4ccccc4)CC3)O[C@H]2CO)cc1	1	0	4	.	5	.	16	4
C[C@@H]1CN([C@@H](C)CO)C(=O)Cc2cc(NC(=O)C3CCCCC3)ccc2O[C@H]1CN(C)CC1CCCCC1	0	0	.	-13	22	-14	4	-6
COc1ccc(S(=O)(=O)N(C)C[C@@H]2Oc3c(NC(=O)Nc4ccc(C(F)(F)F)cc4)cccc3C(=O)N([C@@H](C)CO)C[C@@H]2C)cc1	0	.	-33	20	-25	-12	-10	1
N#Cc1ccc(OCC(=O)N2CCCC2=O)cc1	0	0	-7	17	3	1	-2	.
C[C@@H]1CN([C@H](C)CO)C(=O)Cc2cc(NC(=O)Cn3cnnn3)ccc2O[C@@H]1CN(C)Cc1ccc(Cl)c(Cl)c1	0&5	-1&-8	16	-18&2	43&21	6&-27	7&-1	0&-1
Cc1[nH]c(-c2ccc(F)cc2)cc1C(=O)N1CCN(c2ccc(Cl)cc2)CC1	-6	1	0	-2	15	-19	0	7
O=C(C[C@H]1C(=O)N(Cc2ccccc2)C[C@@H]1Cc1ccccc1)Nc1ccccc1	-2	-1	2	0	9	1	-7	-3
Cn1cnc(S(=O)(=O)N2CC[C@@H]3[C@H](CO)Nc4ccc(-c5ccccc5F)cc4[C@@H]32)c1	4	23	-16	-25	-32	3	-24	0
Cc1ccc(S(=O)(=O)CCC(=O)OCC(=O)NCCc2ccc(F)cc2)cc1	1	-1	-8	-4	-7	8	4	27
O=C(C[C@@H]1C[C@@H]2c3cc(NC(=O)c4cccnc4)ccc3O[C@@H]2[C@H](CO)O1)NCc1ccc(Oc2ccccc2)cc1	-2	10	-1	-3	-4	5	-2	5
CCOc1cc(/C=C2/C(=N)N3C(=NC2=O)SN=C3S(C)(=O)=O)ccc1OC(=O)c1ccco1	-4	-2	.	.	2	.	-1	.
O=C(c1ccccn1)C1CCCN(Cc2cn[nH]c2-c2cc3ccccc3o2)C1 (stereo unspecified)	.	8	-8	1	.	19	.	.
Cc1cc(C(=O)Nc2cccc3c2O[C@@H](CN(C)C(=O)Nc2ccccc2)[C@@H](C)CN([C@H](C)CO)C3=O)n(C)n1	-5	-3	-1	-8	16	-14	-3	-3
COc1ccc(/C=N/NC(=O)C(O)(c2ccccc2)c2ccccc2)cc1OC	.	-1	14	7	.	30	.	.
